GSTO1 inh: blocks human GSTO1 in RBBP9 counter-screen; inhibition, % at 5.96 µM; P78417; recombinant GSTO1, activity-based probe fluorescence polarization; 1.1% of 300,000 active;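 active = inhibition above the campaign mean inhibition plus 3 SD, cut at about 35% in these data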;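 also: 0% = GSTO1-1 with DMSO and 100% = wells lacking GSTO1-1 enzyme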
Target sequence (P78417 whole entry, looked up): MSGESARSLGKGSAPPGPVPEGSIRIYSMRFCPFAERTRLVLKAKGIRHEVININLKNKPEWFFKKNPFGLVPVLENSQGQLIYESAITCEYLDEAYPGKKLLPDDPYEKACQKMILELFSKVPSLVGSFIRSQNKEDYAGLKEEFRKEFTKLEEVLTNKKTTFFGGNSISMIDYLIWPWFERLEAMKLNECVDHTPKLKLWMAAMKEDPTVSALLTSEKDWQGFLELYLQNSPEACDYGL
PAFAH1B3 FP inh: blocks human PAF acetylhydrolase 1B catalytic subunit 3 | inhibition, % at 3.39 µM | AID 492972 | 0.28% of 340,000 active | recombinant PAFAH1B3, FP-rhodamine probe, fluorescence polarization | Q15102;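 active = inhibition above the screen-wide average of all tested compounds plus 3 SD, cut at about 25% in these data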;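 also: 0% = enzyme with DMSO only and 100% = wells lacking PAFAH1B3 protein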
ZTA counter: ZTA (EBV) inhibition in EBNA-1 counter-screen; inhibition, % at 11 µM; P03206; 0.15% of 320,000 active; ZTA-DNA binding, fluorescence polarization; AID 2234; in the data active = inhibition above about 33%
Target sequence (P03206 whole entry, looked up): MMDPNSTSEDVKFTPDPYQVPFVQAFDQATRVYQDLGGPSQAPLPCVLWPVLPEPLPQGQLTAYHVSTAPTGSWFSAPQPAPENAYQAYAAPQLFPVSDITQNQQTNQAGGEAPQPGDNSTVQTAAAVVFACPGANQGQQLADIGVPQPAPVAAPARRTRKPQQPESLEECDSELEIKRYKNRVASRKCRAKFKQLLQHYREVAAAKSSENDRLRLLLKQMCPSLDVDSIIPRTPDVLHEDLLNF
PAFAH2 inh: PAFAH2 (human) inhibition. AID 492956. recombinant PAFAH2, FP-rhodamine activity probe, fluorescence polarization. inhibition, % at 3.39 µM. 0.99% of 340,000 active;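 active = inhibition above the mean over all tested compounds plus 3 SD, cut at about 30% in these data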;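 also: inhibitors block probe labeling of enzyme so polarization drops; 0% = enzyme with DMSO and 100% = wells lacking PAFAH2 protein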
PAD4 inh: PAD4 (human) enzyme inhibition. Q9UM07. recombinant PAD4, RCA probe fluorescence polarization. inhibition, % at 6.36 µM. 0.41% of 330,000 active. AID 485272;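 active = percent inhibition above a cutoff equal to the mean of all tested compounds plus 3 SD, cut at about 15% in these data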;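 also: 0% = PAD4 with RCA probe and DMSO and 100% = probe without PAD4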
LYPLA1 inh: blocks human lysophospholipase 1, a PME1 counter-screen. O75608. recombinant LYPLA1, FP-Rh probe fluorescence polarization. inhibition, % at 5.9 µM. 0.16% of 320,000 active;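 active = inhibition above the mean of all tested compounds plus 3 SD, set per campaign, cut at about 14% in these data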;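 also: inhibitors block serine hydrolase probe labeling of LYPLA1 so polarization falls; 0% = enzyme with DMSO and 100% = wells lacking LYPLA1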
Target sequence (O75608 whole entry, looked up): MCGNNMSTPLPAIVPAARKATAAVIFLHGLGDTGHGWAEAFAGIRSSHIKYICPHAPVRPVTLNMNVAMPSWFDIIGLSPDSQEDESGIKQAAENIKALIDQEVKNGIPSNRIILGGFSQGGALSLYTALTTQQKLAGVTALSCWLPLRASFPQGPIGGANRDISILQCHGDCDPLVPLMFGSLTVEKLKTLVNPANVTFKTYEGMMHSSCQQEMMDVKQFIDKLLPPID
PREPL inhibitor: human PREPL enzyme inhibition; inhibition, % at 5.96 µM; recombinant PREPL, fluorescence polarization activity-based probe; Q4J6C6; 0.68% of 320,000 active; in the data active = inhibition above about 43%;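 also: 0% = enzyme with DMSO and 100% = wells lacking enzyme; many of its hits are not listed in these tables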
LYPLA2 inh: blocks human lysophospholipase 2, a PME1 counter-screen | O95372 | recombinant LYPLA2, FP-Rh probe fluorescence polarization | inhibition, % at 5.9 µM | 0.38% of 320,000 active | AID 2177;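 active = inhibition above the screen-wide mean plus 3 SD, limit set per campaign, cut at about 26% in these data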;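 also: 0% = LYPLA2 with DMSO and 100% = wells lacking LYPLA2 enzyme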
Target sequence (O95372 whole entry, looked up): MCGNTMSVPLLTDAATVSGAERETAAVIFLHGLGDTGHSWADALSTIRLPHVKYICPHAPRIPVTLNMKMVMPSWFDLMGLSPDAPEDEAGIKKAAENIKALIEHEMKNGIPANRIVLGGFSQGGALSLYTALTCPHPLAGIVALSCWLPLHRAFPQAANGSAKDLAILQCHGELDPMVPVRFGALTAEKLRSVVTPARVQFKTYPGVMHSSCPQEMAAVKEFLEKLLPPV
EBNA-1 inh: blocks EBNA-1 binding to DNA. inhibition, % at 14.8 µM. EBNA-1 DNA binding, fluorescence polarization. 0.34% of 300,000 active; in the data active = inhibition above about 28%
* = called active by the depositor; nt = not tested or not shown.

SMILES	GSTO1 inh	PAFAH1B3 FP inh	ZTA counter	PAFAH2 inh	PAD4 inh	LYPLA1 inh	PREPL inhibitor	LYPLA2 inh	EBNA-1 inh
COc1ccc(F)cc1S(=O)(=O)NC(Cc1ccccc1)C(N)=O (stereo unspecified)	-2	5	3	2	-5	-1	3	4	-4
C=CCOc1ccc(-c2nc3c(c(=O)[nH]c(=O)n3Cc3ccccc3)n2CCCOC)cc1	4	7	16	-1	-2	8	1	11	29*
CCc1nc(NC(C)(C)C)c2cnn(-c3ccccc3)c2n1	0	7	-24	-3	3	-3	5	-3	-2
O=C(c1ccc(C23CC4CC(CC(C4)C2)C3)o1)N1CCOCC1	-2	10	6	22	-1	5	0	9	-5
CCOC(=O)C1=C(c2ccccc2)NC(=S)NC1c1ccc(Cl)c([N+](=O)[O-])c1 (stereo unspecified)	-4	nt	13	nt	0	-1	6	1	1
COc1ccc(CNC(=O)C2(C)Cc3ccccc3C(=O)O2)cc1 (stereo unspecified)	7	9	-4	-4	-1	-2	8	-4	3
CCOC(=O)c1c(NS(=O)(=O)Cc2ccccc2)sc2c1CCCC2	1	12	7	7	0	-1	13	-2	12
CCN1C(=O)/C(=C\c2cccc(OC(=O)c3ccco3)c2)SC1=S	-3	-9	3	7	-1	-1	21	2	-1
COc1ccc([C@H]2CC(=O)C=C(c3cccc(C(F)(F)F)c3)C2)cc1	nt	9	0	9	3	4	5	5	nt
Cc1[nH]n(C(N)=S)c(=O)c1N=Nc1cc(-c2ccc(Br)cc2)[nH]n1	-4	nt	0	nt	1	5	11	-2	3
CC1=C(C(=O)N2CCOCC2)C(c2c(F)cccc2F)NC(=O)N1 (stereo unspecified)	-2	1	-3	-8	-4	-2	-9	3	-10
COc1ccc(N2C(=O)CCC(C(=O)NCc3ccccn3)C2c2ccc(OC)c(OC)c2)cc1 (stereo unspecified)	3	6	15	8	-3	-3	2	3	5
COc1cc(/C=N/NC(=O)C(=O)NCC2CCCO2)cc(Cl)c1O (stereo unspecified)	-4	7	6	-3	-6	0	16	-6	-6
CC1=CC(=O)O[C@@H]1[C@@]1(C)C[C@H]2OC(=O)C[C@H]3[C@@H](C)C(=O)C(O)=C1[C@@]23CO	4	9	-10	-2	0	8	-1	6	-7
CCOC(=O)c1c(N)c(C#N)c2n1CCCC2	-2	7	12	4	-2	4	11	2	0
Cc1ccc(CN(C(=O)Cn2nnc3ccccc32)C(C(=O)NCc2ccco2)c2cccs2)cc1 (stereo unspecified)	-2	2	19	6	-2	-2	5	-8	-8
CCOC(=O)c1cnn(-c2ccc(C)cc2)c1N	-2	10	-2	2	1	-3	3	-1	9
COC(=O)c1sccc1NC(=O)CSc1ccccc1NS(=O)(=O)c1ccc(Br)cc1	0	6	5	6	-7	-6	-10	-5	3
CCNc1nnc(-c2ccncc2)s1	3	-6	-1	-2	2	-1	9	3	-6
CC(=O)c1cccc(NC(=O)COc2ccccc2C(=O)c2cc(C#N)c(=O)n(C3CCCCC3)c2)c1	6	-8	-7	-1	2	-7	2	1	12
CS(=O)(=O)c1cccc(-c2csc(N3CCC(C(N)=O)CC3)n2)c1	nt	6	-1	-8	-4	4	26	-2	nt
Cc1ccc(C)c(NC(=O)COC(=O)CCC(=O)c2cccs2)c1	-2	4	3	-2	0	-1	-1	-1	-4
CC(=O)Nc1ccc(NS(=O)(=O)c2ccc3ccccc3c2)cc1	-3	-11	0	-3	0	0	-15	1	-5
COc1ccc2[nH]c3c(=O)n(Cc4ccc(C(=O)NCC5CCCO5)cc4)c(=S)[nH]c3c2c1 (stereo unspecified)	7	-2	2	7	-6	4	9	4	7
CN(CC(=O)N1CCc2ccccc21)S(=O)(=O)c1cccc2cccnc12	4	3	-2	6	3	2	5	-1	2
CC(=O)Oc1ccc(C(=O)OCC(=O)c2c(N)n(C)c(=O)n(C)c2=O)cc1OC(C)=O	35*	2	-1	18	4	0	-12	3	1
COc1cc(/C=C/C(=O)OCC(=O)NC(=O)NC(C)(C)C)ccc1OCC#N	-8	0	-6	23	-6	-1	-7	8	2
COc1cc(N=CC2=C(O)c3ccccc3C2=O)cc(OC)c1	-5	6	-2	7	-8	-5	8	3	5
CC(=O)Nc1ccc(Oc2nc(C)cc(C)n2)cc1	7	7	-20	-1	0	-1	11	1	2
COc1ccc(N(C(=O)c2ccncc2)S(=O)(=O)c2cccs2)cc1	8	7	8	2	-4	1	-6	0	9
Cc1ccc(S(=O)(=O)N(C)C)cc1NC(=O)Nc1c(-c2ccccc2)noc1C	1	nt	-17	nt	4	-2	20	-6	-6
O=C(Oc1ccc(-c2csnn2)cc1)C1CC1	8	7	16	75*	0	3	-1	4	12
COc1ccc(S(=O)(=O)NCC(c2cccnc2)N2CCN(c3ccccc3)CC2)cc1C (stereo unspecified)	4	5	-2	4	-3	2	24	6	3
CC(=O)c1ccc(Oc2cc(C)nc(N3CCOCC3)n2)cc1	-4	-1	9	6	-4	1	-6	4	6
O=C(NCc1ccco1)c1ccc(Cn2c(=O)c3sccc3n(Cc3cccc(F)c3)c2=O)cc1	-4	-1	5	1	-8	-5	-49	-8	7
O=C(O)c1cc([N+](=O)[O-])ccc1Nc1ccccc1	3	5	11	-8	0	-1	17	14	-4
Cc1ccc(C)c(CSc2nnc(C)c(=O)n2N)c1	0	10	16	-7	2	0	4	9	4
CC(C)CCN1C(=O)c2ccc(C(=O)NCC3CCCO3)cc2C1=O (stereo unspecified)	1	9	11	7	-6	4	8	8	-14
CCOC(=O)CC(=O)Nc1ncnc2c1C(c1ccccc1)c1c(ccc3ccccc13)O2 (stereo unspecified)	nt	-11	nt	-20	-6	nt	6	nt	nt
CC(=O)Nc1ccc(OCC(O)Cn2ccnc2)cc1 (stereo unspecified)	-10	8	-5	-2	-2	-4	13	-6	-4
Cc1n[nH]c(C)c1CCC(=O)N/N=C/c1c(C)[nH]c2ccccc12	3	6	5	3	-2	2	-2	-1	9
CCCc1cc(=O)[nH]c(SCC(=O)OCc2ccccc2)n1	-1	4	3	9	-7	2	14	7	-10
CCN(CC(=O)NCc1ccc(Cl)cc1)C(=O)CSc1ccc(F)cc1	-3	5	-18	6	-3	-2	-6	3	-14
CCC(C)COC(c1ccccc1)(c1ccccc1)C(Oc1nc(C)cc(C)n1)C(=O)O (stereo unspecified)	-8	-5	18	0	-2	0	6	-2	8
OCCOc1cccc(CN2CCC(CO)(CCOc3ccccc3)CC2)c1	5	4	-2	7	1	0	-4	-2	-6
COc1ccc2[nH]c3c(=O)n(N)c(C)nc3c2c1	-7	8	6	-2	-2	0	-1	-1	5
CCOc1ccc(S(=O)(=O)N(C)c2ccc(OCC(=O)NC3=NCCS3)cc2)cc1	-3	-1	-9	3	-3	2	8	1	-3
CC1CCN(c2ncnc3nc[nH]c23)CC1	-7	1	-12	-9	3	-1	-4	2	-5
CC(NC(=O)Cc1ccc(NC2=NC3CS(=O)(=O)CC3S2)cc1)c1ccccc1 (stereo unspecified)	0	10	9	0	-4	-2	-1	0	-7
Cn1c(N)nc2nc(CCc3ccccc3)c(=O)[nH]c2c1=O	6	9	2	1	9	-3	24	-2	-16
CC(C)C(NS(=O)(=O)c1cc(C(=O)O)ccc1Cl)C(=O)O (stereo unspecified)	6	0	10	-2	1	-5	-4	-1	10
COCCNC(=O)[C@@]1(C)C=C[C@@H](Cc2ccccc2)N1C(=O)c1ccccc1	0	2	-16	-3	1	0	1	-3	1
O=C(Nc1cccnc1)Nc1ccc(Cl)cc1Cl	-37	1	-13	-3	-2	-9	-13	-4	3
COc1ccccc1OCC(=O)Nc1nc(-c2ccc(S(=O)(=O)N3CCOCC3)cc2)cs1	-20	-4	-4	-13	-5	-12	-5	-25	-15
O=S(=O)(Nc1ccc(Cl)nn1)c1ccccc1	14	-1	-3	-5	1	-3	-3	-4	-8
O=C(CSc1nnc2scc(-c3ccccc3)n12)Nc1ccc2c(c1)OCCO2	-2	8	-23	3	0	2	12	0	-13
Clc1nc(-c2ccccc2)cc(-c2ccccc2)n1	2	5	-12	-8	3	-4	5	-3	7
Cn1cnnc1Sc1cc(N2CCN(S(=O)(=O)c3ccc4ccccc4c3)CC2)ccc1[N+](=O)[O-]	-3	1	-3	-4	0	-2	11	-4	5
Cc1ccnc(N2CCCC(C(=O)NCc3cccs3)C2)n1 (stereo unspecified)	5	-11	1	1	0	0	-5	1	0
COc1ccc(OC)c2c1sc(=NC(=O)C1CC1)n2C	1	6	14	-5	-1	2	10	6	1
(list continues)
SMILES	GSTO1 inh	PAFAH1B3 FP inh	ZTA counter	PAFAH2 inh	PAD4 inh	LYPLA1 inh	PREPL inhibitor	LYPLA2 inh	EBNA-1 inh
COc1ccccc1N1CCN(C(=O)CSc2nc3ncnc(N)c3[nH]2)CC1	3	9	-1	4	1	0	3	-3	-1
CC(=O)N1CCc2c(sc(NC(=O)CCS(=O)(=O)c3ccc(C)cc3)c2C#N)C1	4	-1	-17	2	-8	-2	18	0	-1
Cc1ccc(C)n1CCN1CCN(C(=O)CSc2nc3ccccc3nc2N2CCOCC2)CC1	-10	1	-6	6	-7	-2	6	-8	18
Cc1cc(/C=C2/SC(=S)N(c3cccc(Cl)c3)C2=O)c(C)n1-c1cccnc1	-10	-6	6	9	-6	-4	8	0	-1
CCCCNC(=O)COC(=O)CCC(=O)c1ccc(F)cc1	5	2	-19	10	-1	1	6	1	0
CC(=O)Nc1cc(C(=O)OCC(=O)c2ccc(Cl)cc2Cl)ccc1C	3	9	-7	35*	0	1	1	4	-1
COc1cc(C)c(-c2cc(C(=O)O)c(C)o2)cc1C(C)C	13	6	7	9	-1	5	12	2	2
C/C(CC(=O)NC12CC3CC(CC(C3)C1)C2)=N\NC(=O)c1cnccn1	2	11	1	3	2	0	2	6	-5
O=C(CCCc1nc2ccccc2s1)NCc1cccnc1	7	4	-3	7	-6	3	-3	-3	2
CCOc1ccc(N2C(=O)CC(NCc3ccc(F)cc3)C2=O)cc1 (stereo unspecified)	14	4	-4	8	5	-3	2	-8	-10
Cc1ccc(C(=O)OCC(=O)c2ccc[nH]2)s1	3	6	-1	35*	-2	1	1	3	-6
Cc1ccc(NCc2nnc(SC(C)C(=O)N/N=C/c3ccc(C)o3)n2-c2ccccc2)cc1 (stereo unspecified)	-5	-4	16	-2	3	-1	14	0	10
Cc1ccc(N(CC(=O)NC(C)c2ccccc2)S(=O)(=O)c2c(C)n[nH]c2C)cc1 (stereo unspecified)	-3	8	11	-1	-5	-1	-1	1	14
CCc1c(C)sc(NC(NC(C)=O)(C(=O)OC)C(F)(F)F)c1C#N (stereo unspecified)	2	0	12	12	-2	3	1	4	12
Cc1[nH]n(-c2ccccc2)c(=O)c1/C=N/NC(=O)COc1ccccc1[N+](=O)[O-]	2	6	8	20	-9	2	20	5	12
O=C(O)c1c(NC(=O)N2CCOCC2)sc2c1CCCC2	0	3	-4	-1	-4	-3	-4	3	5
O=C(NC1CCCCC1)C(c1ccccc1)N1CCc2ccccc21 (stereo unspecified)	-6	7	18	6	4	-3	0	1	5

Source: PubChem BioAssay

Only part of the results is shown (hit frequency here may not be typical).
